# High-throughput results as filed in PubChem.
# mcGAS lum: cyclic GMP-AMP synthase inhibitors, mouse, primary biochemical chemiluminescence. Q8C6L5. recombinant cGAS, Kinase-Glo ATP depletion luminescence. inhibition, % at 12.5 µM. actives 0.15% (n = 160,000). AID 1259399, 2018;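 further: 0% = negative control wells and 100% = reference inhibitor with no enzyme activity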
# hcGAS lum: Primary biochemical luminescence assay for human cyclic GMP-AMP synthase inhibitors. actives 0.081% (n = 290,000). recombinant h-cGAS, ATP depletion, Kinase-Glo luminescence. Q8N884. inhibition, % at 12.5 µM. AID 1259398, 2018;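 further: 0% = vehicle reaction and 100% = reaction without DNA for no activity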
# Target sequence (Q8N884 whole entry, looked up): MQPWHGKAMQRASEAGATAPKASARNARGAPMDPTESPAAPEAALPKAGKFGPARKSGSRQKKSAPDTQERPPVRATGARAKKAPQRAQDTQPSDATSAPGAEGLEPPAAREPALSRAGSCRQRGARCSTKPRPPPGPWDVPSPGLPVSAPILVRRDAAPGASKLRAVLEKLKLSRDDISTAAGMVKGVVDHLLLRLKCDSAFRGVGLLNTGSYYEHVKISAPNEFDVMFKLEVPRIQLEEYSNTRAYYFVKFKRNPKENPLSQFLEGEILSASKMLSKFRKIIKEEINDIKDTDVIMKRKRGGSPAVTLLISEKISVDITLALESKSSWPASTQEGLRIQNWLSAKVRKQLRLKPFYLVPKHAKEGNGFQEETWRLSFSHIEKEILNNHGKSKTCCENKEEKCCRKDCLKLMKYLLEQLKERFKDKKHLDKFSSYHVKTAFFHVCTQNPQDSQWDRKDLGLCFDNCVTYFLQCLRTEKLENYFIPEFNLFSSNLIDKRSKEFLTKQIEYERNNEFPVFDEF
# NPYLR7 agonist: agonists of mosquito NPYLR7 receptor, primary screen, cell-based, Aedes aegypti, calcium fluorescence, mosquito biting behavior | HEK293T NPYLR7/Galpha15, GCaMP6s calcium fluorescence | activation, % at 10 µM | actives 0.15% (n = 270,000) | AID 1259423, 2018; in the data active means activation above about 40%;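 further: 0% = vehicle and 100% = reference agonist at the receptor; some compounds past the cut are filed as inactive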
# The depositor's hits bear a star; / = not tested or not shown. Unless noted, no stated cut-off is given here; in the data, active means inhibition above about 40%; inactive means the rest.
SMILES,mcGAS lum,hcGAS lum,NPYLR7 agonist
COc1cccc(CSc2nnc(NC(=O)C3C[C@H]3c3ccccc3)s2)c1 (stereo partly drawn),-4,-8,29
CNC(=O)/C=C/c1cnc(OC)nc1OC,-4,-1,0
CC1CCc2sc(C(=O)NNC(=S)NC(C)C)cc2C1 (stereo not drawn),/,-5,0
Fc1ccc(NC(=S)N(Cc2ccco2)Cc2c(-c3ccccc3)noc2N2CCc3ccccc3C2)cc1,-5,-4,12
COCc1cc(C)nc(OCC(=O)N/N=C\c2cc3c(cc2[N+](=O)[O-])OCO3)c1C#N,1,3,3
Clc1cnccc1CN1CCOC(c2ccsc2)C1 (stereo not drawn),/,-7,6
COc1ccc(N2C(=O)C3C4C=CC(C3C2=O)C2C3C(=O)N(c5ccc(OC)cc5)C(=O)C3C42)cc1 (stereo not drawn),/,-5,-1
CC1(C)C(=O)NCCN1C(=O)/C=C(/c1ccc(Cl)cc1)C(F)(F)F,/,-4,0
COCCN(Cc1cc(Cl)ccc1OS(C)(=O)=O)C(=O)c1cccc(F)c1,-4,-4,-4
CC(=O)Nc1ccc(N2C(=O)CC(/C=C3/N(C)c4ccccc4C3(C)C)C2=O)cc1 (stereo not drawn),/,-7,-2
O=C(Nc1ccc(-c2onc3c2CCCC3)cc1)C(Cl)(Cl)Cl,-5,-1,5
CC(C)(C)c1ccc(C(=O)N2CCC[C@@H]2C(=O)NCCNC(=O)c2ccccc2)cc1,-4,-1,-1
CCNC(=O)[C@H]1CC[C@@](C)(C(=O)NCCc2cnc[nH]2)C1(C)C,0,3,1
Cc1nnc(SCC(=O)c2ccccc2)c2c1cnn2-c1ccc(F)cc1,-13,-7,-7
COC(=O)c1ccc(C(=O)N2CCC(n3c(=O)oc4ccc(Cl)cc43)CC2)cc1,-6,-3,16
O=C(NCCO)NC1CCS(=O)(=O)C1 (stereo not drawn),/,-2,1
N#Cc1cccnc1NCC1(c2ccccc2)CCOCC1,-8,-9,-5
COc1cccc(C(=O)N2CCC[C@@H]2C(=O)NCCNC(=O)c2ccc(F)cc2)c1,1,-3,-18
O=C(Nc1ccc(SCCN2CCCCC2)nn1)C1CC1,/,-4,1
CC(=O)Nc1cccc(C(=O)N2CC=C(c3ccccc3)CC2)c1,/,-2,-22
CC(C)OC(=O)CC(NS(=O)(=O)c1ccc(Cl)s1)c1ccccc1 (stereo not drawn),/,0,1
CCOc1ccc(NC(=O)N(Cc2cccc(OS(=O)(=O)c3ccc(F)cc3)c2)C(C)C)cc1,-6,-14,/
[O-][n+]1cccc(CO)c1,/,-5,1
CCNC(=O)C(C)Sc1nnc(Nc2ccccc2CC)s1 (stereo not drawn),-7,-5,-1
CN1CCN(C(=O)NC2CCCCC2)CC1,/,-8,-5
O=C(c1cnc[nH]1)N1CCOc2c(O)cc(-c3csc4ccccc34)cc2C1,/,-3,-2
CC1CCC(C)N1C1CCCN(C(=O)Nc2ccccc2)C1 (stereo not drawn),/,-2,3
CN(CCO)c1ncc(F)c(N2CCCC2)n1,/,-1,-5
CCOC(=O)CC(=O)CSc1ccc2nnc(-c3ccc(C)cc3)n2n1,-5,-4,13
CCc1noc(C)c1C(=O)N1CCCC(N2CCN(c3cccc(Cl)c3)CC2)C1 (stereo not drawn),/,-9,-1
O=C(Cn1nnc(-c2ccccc2)n1)NC1CCCCC1,0,-1,6
Cc1noc(C)c1CC1(C)C(=O)Nc2cc(-c3ccc(F)cc3F)ccc21 (stereo not drawn),1,2,-1
CC1CN(c2cc(Oc3cccc(F)c3)ncn2)CCN1C(=O)C(C)(C)CCl (stereo not drawn),-5,-5,12
COc1ccccc1OCc1cc(C(=O)NC[C@H]2C[C@H]3C=C[C@H]2C32CC2)n[nH]1,/,-9,12
CCOC(=O)[C@H]1[C@@H](O)C(=O)N(C)C12CCN(C(=O)CC(C)C)CC2,-3,5,-1
O=C(/C=C/c1ccccc1)N1CCC(c2nc(-c3ccc(F)c(F)c3)no2)CC1,-6,-12,8
CN(Cc1ccccc1)c1ncccc1CNC(=O)C1CCOCC1,/,-4,1
Cc1nnsc1CN(C)C(=O)C1CC(=O)N(c2cccc(O)c2)C1 (stereo not drawn),/,-3,7
CCOC(=O)N1CCN(C(=O)c2ccc(N3CCC(NCCc4ccncc4)CC3)cc2)CC1,-25,-4,5
Cc1cc2nc(C(=O)N3CCC4(CCCN(C)CC4)CC3)cc(C)n2n1,/,-6,6
CCOc1cn(C)c(C(=O)NCCc2ccccc2)cc1=O,/,-2,-1
CC(C)(C)c1cc(NC(=O)C2(C)CCN2C(=O)C/C=C/c2ccccc2)no1 (stereo not drawn),-5,-5,18
COc1ccc2c(c1)C(NC(=O)c1cc(=O)n(C)c(=O)n1C)CC(C)(C)O2 (stereo not drawn),-17,-4,15
Cc1cnc(CNC(=O)CCN2Cc3ccccc3OC(c3ccccc3F)C2)cn1 (stereo not drawn),-11,-8,16
Cc1cc(C)cc(-n2c(SCC(=O)Nc3nnc(C)s3)nc3c(c2=O)SCC3)c1,-7,-4,-3
Cn1cc(C(=O)OCC(=O)Nc2c(C#N)oc3ccccc23)cn1,-15,-7,14
N#CCSc1nc2c(-c3ccccc3)c[nH]c2c(=O)n1Cc1ccccc1,0,-2,0
CCOC(=O)c1ccc(Nc2nc(-c3cc4cccc(OC)c4oc3=O)cs2)cc1,-5,-1,-6
O=C(NCc1ccc2sccc2c1)C1CCC(=O)N(CCc2ccc(Cl)cc2)C1 (stereo not drawn),/,-4,3
COC(=O)c1ccc(N2C(=O)CC(Sc3ncccc3C(=O)O)C2=O)cc1 (stereo not drawn),/,-4,6
COCCn1c(C)cc(O)c(C(=O)Nc2ccc(Cl)c(Cl)c2)c1=O,-9,3,-2
Cc1nonc1CC(=O)N1CCCC(CO)(CCc2ccccc2)C1 (stereo not drawn),/,-10,3
CCOC(=O)c1c(C)[nH]c(C(=O)OC(C)C(=O)c2[nH]c(C)c(C(=O)OC)c2C)c1C (stereo not drawn),/,-4,2
Cc1ccc(NC(=O)Cn2nc(C3CCN(S(C)(=O)=O)CC3)n(C)c2=O)cc1Cl,-6,1,-4
CC(C)n1cnnc1CCNC(=O)c1ccc2cccnc2c1O,-13,-3,7
COc1ccc(S(=O)(=O)Oc2cccc(CN(CC3CCCO3)C(=O)c3cccc(F)c3)c2)cc1 (stereo not drawn),-4,-2,24
Cc1cc(C)n(-c2nc3ccccc3n3c(C)nnc23)n1,/,-9,8
CCc1noc(CNC(=O)CSCc2ccccc2Cl)n1,-13,-5,3
COc1ccc(NC(=O)CCC2CCN(C(=O)CCc3ccncc3)CC2)c(OC)c1,/,-5,5
NS(=O)(=O)N1CCN(c2nc(C=Cc3ccccc3)nc3sc4c(c23)CCCC4)CC1,/,-8,0

# Retrieved by structure from the list above (2):
SMILES,mcGAS lum,hcGAS lum,NPYLR7 agonist
COc1ccc(S(=O)(=O)Oc2cccc(CN(CC3CCCO3)C(=O)c3cccc(F)c3)c2)cc1 (stereo not drawn),-4,-2,24
COC(=O)c1ccc(N2C(=O)CC(Sc3ncccc3C(=O)O)C2=O)cc1 (stereo not drawn),/,-4,6

# (further entries)
SMILES,mcGAS lum,hcGAS lum,NPYLR7 agonist
COc1ccc(-c2cc(CC(=O)Nc3cccnc3)no2)cc1,-10,-8,12
CC(C)[n+]1ccccc1CCc1ccccc1,/,0,-4
CCCSc1ncccc1C(=O)N(Cc1cccc(Cl)c1)Cc1nc2cc(Cl)ccc2o1,-5,-1,-3
O=[N+]([O-])c1ccc(S(=O)(=O)NC2CC2)cc1,/,-5,0
CC(C)(C)OC(=O)N1C(C(=O)NCCc2ccncc2)CSC1c1cccc(Br)c1 (stereo not drawn),-4,-1,2
COc1ccccc1N1CCN(Cn2nc(C3COc4ccccc4O3)oc2=S)CC1 (stereo not drawn),0,-1,-5
CCN1CCN(C(c2cccs2)C2Sc3nc(C)nn3C2=O)CC1 (stereo not drawn),-9,-7,-4
COc1nc(-c2ccccc2F)n(-c2ccc(NC(=O)c3cccc(F)c3)cc2)n1,-9,-2,/
CCCc1nc2oc3ccccc3c(=O)c2c(=O)n1Cc1ccccc1,/,-3,3
COc1cccc(-c2ccccc2NC(=O)C2CCN(Cc3cc4ccccc4[nH]3)CC2)c1,0,-6,0
Cc1nc2c(cc(O)c3ccsc32)s1,/,-3,3
CCc1nn(-c2ccccc2)c(Oc2ccccc2F)c1CN(CCOC)CC(O)Cc1ccccc1 (stereo not drawn),-5,-1,0
CCN=C1SC(CC(=O)Nc2cccc(C(F)(F)F)c2)C(=O)N1CC (stereo not drawn),1,-6,-10
Cc1nc(S(=O)(=O)NCCC(=O)NCc2ccc(C#N)cc2)cn1C,/,-11,7
Cc1[nH]cnc1-c1nccn1Cc1cn2ccsc2n1,/,-8,24
Cc1cc(Nc2ccccc2)n2nc(C)c(-c3ccccc3)c2n1,-9,-9,-2
OCC1(CCOc2ccccc2)CCCNC1 (stereo not drawn),/,-4,-1
COc1ccccc1-c1ccc(N2CCN(Cc3cccc(C)c3)C(=O)C2)nn1,-7,-1,-5
Cn1c(-c2ccncc2)nc2cc(C(=O)N3CCC(c4ccccc4)CC3)cc(NC(=O)C3CCC3)c21,-13,-6,3
N#Cc1ccc(-c2ccccc2)nc1SCC(=O)c1cccc(Cl)c1,-7,-5,4
O=C(CCC(=O)N1CCc2ccccc2C1)N1CCC(n2c(=O)[nH]c3ccccc32)CC1,-2,3,-1
CCOC(=O)N1CCC(NCCC(=O)N2CCCC(C)C2)CC1 (stereo not drawn),-7,-6,5
CCc1nc2ccc(C(=O)Nc3ccc(C(N)=O)cc3)cn2c1N(CC)CCN(C)C,-2,-6,-6
Cc1nc2ccccc2nc1N1CCN(S(=O)(=O)c2ccc(Cl)cc2)CC1,-6,-9,7
N#Cc1ccc(NCc2ccc(S(=O)(=O)NCC3CCCO3)cc2)nc1 (stereo not drawn),/,-3,4
O=C(NC1CCCCC1)c1cnn2c1NC(c1ccccc1)CC2C(F)(F)F (stereo not drawn),-5,1,-4
O=C(Cc1cccs1)N1CCC(n2nc(-c3ccccc3)cc2-c2ccccc2)CC1,-7,-7,4
Cc1ccc(S(=O)(=O)NC(=O)C2(C)CCN2C(=O)c2ccccc2)nc1 (stereo not drawn),/,-3,1
CCN(CC)c1ccc(N)cc1S(=O)(=O)Nc1ccc(OC)cc1,/,-7,1
NCC1CCN(Cc2ccc(C(F)(F)F)cc2)C1 (stereo not drawn),/,-4,6
COc1cccc(C(=O)N(C)C)c1O,/,-7,-1
COCCNC(=O)c1cc2n(n1)CCN(CC(=O)c1ccccc1)C2=O,-5,-2,10
COc1cccc(C(=O)NCC2CCCN(Cc3nc4ccccc4[nH]3)C2)c1OC (stereo not drawn),/,-7,3
Cc1ccc(C(=O)N(C)CC(=O)NC(C)C)cc1C,/,0,-5
CN(C)C(=O)c1cc2c(s1)-c1ccccc1OC2,-6,-6,-9
CC(C)C(NC(=O)c1cccc2nnnn12)c1nnc2n1CCNCC2 (stereo not drawn),/,-5,22
O=S(=O)(N1CCCC1)N1CCc2ccc(Br)cc21,/,-7,6
Cc1cc(CNC(=O)C2COc3ccccc3O2)c2[nH]c(C)c(C)c2c1 (stereo not drawn),-2,-2,-16
CCN(CC)CCn1c(-c2ccc(C)cc2)nc(=S)c2c1CC(C)(C)OC2,/,-3,5
COc1ccc(C(=O)N2C(C(=O)N3CCOCC3)COC23CCN(C(=O)Cc2ccccc2)CC3)cc1 (stereo not drawn),-3,1,3
Cc1ccc(Oc2ncccc2C(=O)N2CCC(n3c(=O)oc4c(C)cc(C)cc43)CC2)cc1,-7,-6,7
COc1ccc(CCNC(=O)c2cc(-c3ccc(C)o3)nn2-c2ccc(C)cc2C)cc1OC,-3,-5,-2
c1ccc(-c2cc(N3CCN(CCc4ccncc4)CC3)n3ncnc3n2)cc1,2,5,8
Cc1ccc(S(=O)(=O)N2CCN(c3ccccc3F)CC2)cc1,/,4,-2
CC(C)CCC1(C2CCNCC2)NC(=O)NC1=O (stereo not drawn),-17,-8,28
CC(=O)c1c(C)oc2ccc(O)cc12,/,-4,5
CCCN(Cc1cc(N)ccc1N(C)C)C(=O)COC,-4,0,-2
CCOC(=O)C1=C(COC(=O)c2cc3c(s2)CCCC3)NC(=O)NC1c1cccs1 (stereo not drawn),/,-8,-5

# For convenience, part of the list above:
SMILES,mcGAS lum,hcGAS lum,NPYLR7 agonist
Cc1ccc(C(=O)N(C)CC(=O)NC(C)C)cc1C,/,0,-5
CN(C)C(=O)c1cc2c(s1)-c1ccccc1OC2,-6,-6,-9
CC(C)C(NC(=O)c1cccc2nnnn12)c1nnc2n1CCNCC2 (stereo not drawn),/,-5,22
O=S(=O)(N1CCCC1)N1CCc2ccc(Br)cc21,/,-7,6
Cc1cc(CNC(=O)C2COc3ccccc3O2)c2[nH]c(C)c(C)c2c1 (stereo not drawn),-2,-2,-16
CCN(CC)CCn1c(-c2ccc(C)cc2)nc(=S)c2c1CC(C)(C)OC2,/,-3,5
COc1ccc(C(=O)N2C(C(=O)N3CCOCC3)COC23CCN(C(=O)Cc2ccccc2)CC3)cc1 (stereo not drawn),-3,1,3
Cc1ccc(Oc2ncccc2C(=O)N2CCC(n3c(=O)oc4c(C)cc(C)cc43)CC2)cc1,-7,-6,7
COc1ccc(CCNC(=O)c2cc(-c3ccc(C)o3)nn2-c2ccc(C)cc2C)cc1OC,-3,-5,-2
c1ccc(-c2cc(N3CCN(CCc4ccncc4)CC3)n3ncnc3n2)cc1,2,5,8
Cc1ccc(S(=O)(=O)N2CCN(c3ccccc3F)CC2)cc1,/,4,-2
CC(C)CCC1(C2CCNCC2)NC(=O)NC1=O (stereo not drawn),-17,-8,28
CC(=O)c1c(C)oc2ccc(O)cc12,/,-4,5
CCCN(Cc1cc(N)ccc1N(C)C)C(=O)COC,-4,0,-2
CCOC(=O)C1=C(COC(=O)c2cc3c(s2)CCCC3)NC(=O)NC1c1cccs1 (stereo not drawn),/,-8,-5
